Screening data (PubChem)
DRD3 agonist – activates the human D3 dopamine receptor. P35462. D3R DiscoveRx beta-arrestin cells, luminescence, 90 min. max activation, %. actives 0.58% (n = 410,000). AID 652048; in the data active means max activation above about 30%; further: 0% is about no effect; mostly tested at two doses, the higher about 12 µM
Target sequence (P35462 whole entry, looked up): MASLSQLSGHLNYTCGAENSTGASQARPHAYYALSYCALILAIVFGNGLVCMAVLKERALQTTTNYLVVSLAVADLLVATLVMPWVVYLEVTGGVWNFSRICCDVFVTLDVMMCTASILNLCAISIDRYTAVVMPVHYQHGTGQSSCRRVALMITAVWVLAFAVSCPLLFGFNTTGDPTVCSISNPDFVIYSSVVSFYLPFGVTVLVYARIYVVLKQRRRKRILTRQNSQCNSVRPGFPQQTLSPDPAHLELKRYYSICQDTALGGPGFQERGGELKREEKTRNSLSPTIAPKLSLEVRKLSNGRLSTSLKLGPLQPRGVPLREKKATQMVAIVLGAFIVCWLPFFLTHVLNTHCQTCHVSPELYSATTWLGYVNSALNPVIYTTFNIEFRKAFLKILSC
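Agonist-mode cell screen: cells plated at 1500/well and incubated overnight at 37 °C, then exposed to library compounds for 90 min at 37 °C. Detection reagent was added for 30–60 min at room temperature, and luminescence was read.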
EPAC2 antag – antagonists of human EPAC2. EPAC2 GEF exchange of Rap1B-BODIPY-GDP, fluorescence. Potency, µM (top dose mostly 114 µM), for inactives: at the highest dose activity, negative = inhibition, usual class: inhibitors. actives 0.18% (n = 360,000). AID 720708; further: potency means the concentration at half of the fitted maximal effect; on the % scale 0 is the no-effect control and ±100 the full control effect; nearly all actives have a fitted effect of over 45% in size; many of its hits are not listed in these tables
EPAC2 ag – activates human EPAC2 exchange factor | EPAC2 activation, biochemical qHTS; response scale: 100% = 6.5 mM cAMP response | Potency, µM (series often up to 154 µM), inactives show at the top dose activation, most hits filed as activators | actives 0.079% (n = 360,000) | AID 720711; further: potency means the concentration at half of the fitted maximal effect; nearly all actives have a fitted effect of over 50% in size
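qHTS, titration series. 100 nM EPAC2 / 250 nM Rap1B-BODIPY-GDP / 50 uM GDP; RT; ex 480/em 540 nm, 5-min reads to 30 min. Norm. to 6.5 mM cAMP = activation.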
Mm-Cpn inhibitor – M. maripaludis TRiC chaperonin inhibition | Potency, µM (series often up to 76.9 µM), inactives show at the top dose activity, negative = inhibition, actives largely listed as inhibitors | actives 0.031% (n = 330,000) | purified Mm-Cpn ATPase, ADP Transcreener TR-FRET; further: potency means the concentration at half of the fitted maximal effect; on the % scale 0 is the no-effect control and ±100 the full control effect; nearly all actives have a fitted effect of over 80% in size
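Reaction buffer contained 30 mM Tris pH 7.4, 100 mM KCl, 5 mM MgCl2 and 1 mM DTT. Mm-CPN (25 nM final) hydrolysed 10 uM ATP over 30 min at 37°C; ADP was read by HTRF.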
D3 antag – antagonists of human D3 dopamine receptor | P35462 | D3R cells, DiscoveRx beta-arrestin luminescence, antagonist mode; active compounds read low | actives 2.5% (n = 360,000) | AID 652054 | max response, negative = inhibition, %; in the data active means max response below about -50%; inconclusive means no clear call, values can overlap the other calls; further: on the % scale 0 is the no-effect control and ±100 the full control effect; mostly tested at two doses, the higher about 12 µM
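Cells expressing the human receptor were seeded at 1500 cells/well, incubated overnight at 37 degrees C in 5% CO2, then exposed to library compounds with dopamine controls for 90 minutes at 37 degrees C before luminescent detection.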
PTHR1 agonist – agonists of human PTHR1 parathyroid hormone receptor; Q03431; HEK293 GP2 PTHR1 cells, GloSensor cAMP luminescence, 1 h; Potency, µM (highest dose often 115 µM), inactives show top-dose activation, actives largely listed as activators; actives 0.075% (n = 410,000); AID 743266; further: potency means the concentration at half of the fitted maximal effect; nearly all actives have a fitted effect of over 55% in size; some results filed as inactive show a strong effect at the top dose; inactives centre near -15; many of its hits are not listed in these tables
Target sequence (Q03431 whole entry, looked up): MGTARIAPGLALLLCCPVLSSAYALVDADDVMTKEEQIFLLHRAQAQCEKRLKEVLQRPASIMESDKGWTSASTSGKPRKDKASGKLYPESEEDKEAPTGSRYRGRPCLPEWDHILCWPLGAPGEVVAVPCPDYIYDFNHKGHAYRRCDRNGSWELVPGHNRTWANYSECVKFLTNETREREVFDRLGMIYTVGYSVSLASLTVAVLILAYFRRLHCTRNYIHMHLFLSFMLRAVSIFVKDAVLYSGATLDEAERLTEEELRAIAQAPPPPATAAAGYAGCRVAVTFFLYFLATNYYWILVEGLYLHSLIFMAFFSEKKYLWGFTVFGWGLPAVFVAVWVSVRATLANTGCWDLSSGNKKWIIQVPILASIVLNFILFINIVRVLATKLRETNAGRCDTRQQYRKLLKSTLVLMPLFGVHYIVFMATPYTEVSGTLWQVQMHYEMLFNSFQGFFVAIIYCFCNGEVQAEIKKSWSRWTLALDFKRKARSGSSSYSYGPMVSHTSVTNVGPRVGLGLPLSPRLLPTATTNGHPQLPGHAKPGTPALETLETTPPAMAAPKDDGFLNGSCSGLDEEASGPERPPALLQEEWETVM
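HEK-293-derived GP2 cells expressing PTHR1 and a GloSensor cAMP reporter, 3,000/well, plated overnight, given luciferin plus IBMX (each 0.5 mM as added) for 1 h at 37 °C, then compound for 1 h at 37 °C. Luminescence was read after 15 min at room temperature.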
CCT chaperon mod – cytosolic chaperonin activity modulation | purified chaperonin ATPase assay, HTRF ADP detection, 30 min | activity change, % (test concentration not listed), hits read low | actives 0.3% (n = 360,000); in the data active means activity change below about -30%; further: on the % scale 0 is the no-effect control and ±100 the full control effect
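First, chaperonin was dispensed at 40 nM or 20 nM final depending on batch activity. Next, compounds were pinned at 76 uM and ATP added at 10 uM. After 30 min at 37 °C, ADP detection reagents ran 30 min at ambient temperature.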
pAkt inh – inhibitors of Akt phosphorylation | Neuro2A IGF-stimulated pAkt S473 HTRF, 20 min; active compounds read low | activity change, % for hits at 50 µM | actives 0.32% (n = 360,000); in the data active means activity change below about -80%; inconclusive means mostly about -51% to -80%; further: on the % scale 0 is the no-effect control and ±100 the full control effect
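Single-point screen (50 µM final compound) in Neuro2A cells stimulated 20 min with 6 nM IGF at 37 deg C. After lysis, Ser473-phosphorylated Akt read by HTRF (ex 330 nm, em 615/665 nm) as the 665/615 ratio.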
The depositor's hits bear a star; i = inactive; u = inconclusive; x = no result given; & = joins results of further samples; [ ] = remark or other dose. Unless noted, the call rests on the fitted dose curve; in most records, active means well fitted curve in the direction sought with a large enough effect; inconclusive means small, poorly fitted or top-dose-only effect, or another doubt; inactive means no such curve, though single readings can be large; an effect the other way counts as inactive or inconclusive. Only part of the results is shown (hit frequency here may not be typical).

SMILES	DRD3 agonist	EPAC2 antag	EPAC2 ag	Mm-Cpn inhibitor	D3 antag	PTHR1 agonist	CCT chaperon mod	pAkt inh
Cc1cc(C)nc(SCCN(C)C)n1	-20	7%	-2%	-12%	3	-25%	-2.9	i
CC(C)c1ccc(NC(=O)N2CCCC2C(=O)Nc2ccc(-n3cnnn3)cc2)cc1 (centres undefined)	-9	-18%	-2%	2%	-6	-8%	-0.4	i
O=C(O)c1ccccc1C(=O)NNc1ccc(Cl)cc1Cl	4	2%[57.1 µM]	2%	u	8	i	0.2	i
CC1Cc2cc(-c3csc(NC(=O)CCl)n3)ccc2N1C(=O)C1CC1 (centres undefined)	1	12%	2%	x	7	i	-1.3	i
CC(=O)NC(c1ccc(F)c(F)c1)c1nc(-c2cnc3ccccc3c2)cs1 (centres undefined)	12	-9%	-8%	x	5	-31%[inhibitor]	-0.5	i
COC(=O)c1ccc(C(=O)OC)c(NC2=NS(=O)(=O)c3ccccc32)c1	-19	3%	3%	2%	0	-11%	-1.5	u
COc1cccc(/C=C/C(=O)OCC(=O)N2CCN(c3ccccc3)CC2)c1	-10	-21%	16%	-3%	0	-26%	0.6	i
CCN(CC)C(=O)C1=C(C)N(Cc2ccc(C(C)(C)C)cc2)C(=O)C(CC(=O)NC2CCCCC2)C1 (centres undefined)	3	-17%	-6%	x	0	i	1.2	i
O=C(NC(Cc1ccccc1)C(=O)O)c1cccnc1Cl (centres undefined)	-5	1%	4%	3%	6	-8%	-1.6	i
CCOC(=O)c1nnn(-c2nonc2N)c1CN(CC)c1ccccc1	-1	-9%	1%	-2%	-23	-21%[57.5 µM]	-0.7	i
O=S(=O)(c1ccccc1)N1CCN(CC2CC3C=CC2C3)CC1 (centres undefined)	0	-8%	12%	-2%	13	-23%	-0.1	i
COc1ccc(S(=O)(=O)Nc2ccc(O)c(Sc3nc4ccccc4s3)c2)cc1	-6&6	-2%	4%	3%	11	-9%&-15%	0.6	i
Nc1nnc(SCC(=O)NC2CCCCC2)s1	7	8%	1%	-2%	33	i	-2.3	i
O=c1[nH][nH]c(=S)n1C1CCCCC1	13	3%	2%	0%	0	i	1.1	i
CCCCNC(=O)C1(C)CCC(=O)N1CCc1c[nH]c2ccccc12 (centres undefined)	-2	-3%	5%	x	24	-24%	1.2	i
Cn1nccc1-c1coc2c(C(=O)N3CCOCC3)cccc12	22	2%	7%	x	-5	-28%	-1.8	i
CCOC(=O)c1[nH]ncc1CN1CCCC(C(=O)c2ccc(OC)c(OC)c2)C1 (centres undefined)	0	-2%	-1%	-2%	-4	i	-0.4	i
CSCCC(NC(=O)c1ccccc1Br)C(=O)N1CCCCCCC1 (centres undefined)	-7	-16%	3%	0%	-16	i	-3.1	i
O=C(O)c1ccc(S(=O)(=O)NC2CCCc3ccccc32)cc1 (centres undefined)	-4	14%	-5%	2%	-25	-1%[57.5 µM]	1.3	i
CCOC(=O)C1=C(C)N=c2sc(=Cc3cc(Cl)c(OCC(=O)O)c(Cl)c3)c(=O)n2C1c1cccc(OC)c1 (centres undefined)	-4	25µM*	4%	x	0	u	-0.7	i
O=C(c1ccc(-n2cccc2)cc1)N1CCN(Cc2ccccc2)CC1	-6	-6%	0%	-2%	-23	-35%[inhibitor]	0.6	x
CC1=C(C(=O)OC(C)C)C(c2ccc(Cl)cc2)n2c(sc(=Cc3ccc(OCC(=O)O)cc3)c2=O)=N1 (centres undefined)	-7	0%	16%	x	-12	-59%[inhibitor]	-0.2	i
COc1cc(OC)nc(C(NC(=O)C2CCN(Cc3ccc(Oc4ccccc4)cc3)CC2)c2ccc(F)cc2)n1 (centres undefined)	-18	9%	19%	x	-27	-8%	-0.6	i
O=c1c2c(ncn1CCO)nc1n2CCC1	-4	7%	1%	1%	-3	i	-3.1	i
O=S(=O)(c1ccc(NC(=S)NC23CC4CC(CC(C4)C2)C3)cc1)N1CCCCC1	8	-13%	2%	x	0	-31%[inhibitor]	3.3	i
COCC(=O)N1C[C@H]2CON(C)[C@H]2C[C@H]1c1cccc(-c2ccc(C#N)cc2)c1	8	8%	-9%	x	-6	-22%	0.1	i
COC(=O)Nc1ccc(S(=O)(=O)N2CCCC(C(=O)N3CCCCC3)C2)cc1 (centres undefined)	6	0%	10%	-3%	20	i	0.4	i
CCO[C@H]1OC(C(=O)NC2CC2)=C[C@@H](C2CC2)[C@@H]1CCCO	14	10%	2%	x	31	i	1.0	i
Nc1c(C(=O)c2ccc(Cl)cc2)sc2c1c(=O)[nH]c(=O)n2-c1ccccc1	-12	5%	10%	2%	-17	-24%	-13	i
COc1ccc(NC(=O)C2Cc3ccccc3CN2C(=O)c2ccccc2)cn1 (centres undefined)	2	2%	7%	-3%	7	i	0.3	i
COc1ccc(NC(=O)c2cc(-c3ccccc3Cl)on2)cc1OC	15	-9%	2%	2%	3	-8%	-4.6	i
Cc1cc(C)c(C#N)c(SCC(=O)N(C)C2CCCCC2)n1	-1	-2%	4%	0%	-23	i	0.3	i
Cc1noc(C)c1S(=O)(=O)N(C)C[C@H]1Oc2ccc(NS(=O)(=O)c3cn(C)cn3)cc2C(=O)N([C@H](C)CO)C[C@@H]1C	-19	-4%	6%	1%	u	14%	-2.2	i
COc1ccc(/C=C(/C#N)C(=O)Nc2cccc(C)c2C)cc1C(=O)O	1	4%	16%	0%	-22	i	-3.1	i
COc1ccc(Cc2nc3ccc(C(=O)NCc4cccc(C)n4)cc3o2)cc1OC	-5	-2%	-4%	x	0	-2%	1.7	i
COc1ccc(S(=O)(=O)N2CCOCC2)cc1NC(=O)c1ccccc1C	1	8%	6%	0%	-5	-25%	-2.8	i
Cc1cc(NC(=O)c2cccc([N+](=O)[O-])c2)no1	7	0%	4%	-2%	-16	i	-3.6	i
COc1ccc(OC)c(NC(=O)CNC(c2ccccc2)c2ccccc2)c1	5	-29%	1%	0%	43	-4%	0.6	i
CCOc1ccc(CN(C)C(=O)NNC(=O)c2ccc(C)cc2)cc1OC	3	5%	3%	3%	6	i	-5.2	i
CC(=O)NC(c1ccc(F)c(F)c1)c1nc(-c2ccccc2C)cs1 (centres undefined)	-1	-10%	-2%	x	-20	-20%	-1.6	i
CN=C1CC(C)(C)CC(=O)/C1=C(/O)CCCN1C(=O)c2ccccc2C1=O	2	-8%	4%	3%	-4	i	-0.7	i
CCCCN(C(=O)c1ccc(NC2CC2)c([N+](=O)[O-])c1)c1c(N)n(CC(C)C)c(=O)[nH]c1=O	5	41%[activator]	-2%	-4%	-10	-94%[inhibitor]	-0.7	i
Cn1c(C(=O)N2CCCC(C(=O)O)C2)cc2sccc21 (centres undefined)	7	12%	7%	2%	7	-20%[57.5 µM]	-1.3	i
O=C(NC1CCCC1)c1cccc(NC(=O)c2ccco2)c1	-1	10%	0%	1%	17	-50%[inhibitor]	1.4	x
CCCCN(CCCC)CC(O)Cn1c2ccccc2c(=O)c2ccccc21 (centres undefined)	-5	-8%	-6%	3%	0	i	-0.5	i
Cc1ccc(S(=O)(=O)N2C[C@@H]3CCCC[C@@H]3[C@@H](C)[C@H]2CC(=O)c2ccccc2)cc1	-22	14%	-1%	1%	-18	3%	-2.1	i
O=[N+]([O-])c1cccc(/C=N/n2cnnc2)c1O	-2	-8%	5%	2%	-55*	i	-0.8	i
O=C(Nc1ccc(Cc2ccc(NC(=O)N3CCOCC3)cc2)cc1)N1CCOCC1	1	10%	-4%	1%	8	-21%	1.4	i

Rewritten with values under each structure: entries from further up.
The line under a structure holds: DRD3 agonist	EPAC2 antag	EPAC2 ag	Mm-Cpn inhibitor	D3 antag	PTHR1 agonist	CCT chaperon mod	pAkt inh
> COc1ccc(Cc2nc3ccc(C(=O)NCc4cccc(C)n4)cc3o2)cc1OC
 : -5	-2%	-4%	x	0	-2%	1.7	i
> COc1ccc(S(=O)(=O)N2CCOCC2)cc1NC(=O)c1ccccc1C
 : 1	8%	6%	0%	-5	-25%	-2.8	i
> Cc1cc(NC(=O)c2cccc([N+](=O)[O-])c2)no1
 : 7	0%	4%	-2%	-16	i	-3.6	i
> COc1ccc(OC)c(NC(=O)CNC(c2ccccc2)c2ccccc2)c1
 : 5	-29%	1%	0%	43	-4%	0.6	i
> CCOc1ccc(CN(C)C(=O)NNC(=O)c2ccc(C)cc2)cc1OC
 : 3	5%	3%	3%	6	i	-5.2	i
> CC(=O)NC(c1ccc(F)c(F)c1)c1nc(-c2ccccc2C)cs1 (centres undefined)
 : -1	-10%	-2%	x	-20	-20%	-1.6	i
> CN=C1CC(C)(C)CC(=O)/C1=C(/O)CCCN1C(=O)c2ccccc2C1=O
 : 2	-8%	4%	3%	-4	i	-0.7	i
> CCCCN(C(=O)c1ccc(NC2CC2)c([N+](=O)[O-])c1)c1c(N)n(CC(C)C)c(=O)[nH]c1=O
 : 5	41%[activator]	-2%	-4%	-10	-94%[inhibitor]	-0.7	i
> Cn1c(C(=O)N2CCCC(C(=O)O)C2)cc2sccc21 (centres undefined)
 : 7	12%	7%	2%	7	-20%[57.5 µM]	-1.3	i
> O=C(NC1CCCC1)c1cccc(NC(=O)c2ccco2)c1
 : -1	10%	0%	1%	17	-50%[inhibitor]	1.4	x
> CCCCN(CCCC)CC(O)Cn1c2ccccc2c(=O)c2ccccc21 (centres undefined)
 : -5	-8%	-6%	3%	0	i	-0.5	i

Next section:
SMILES	DRD3 agonist	EPAC2 antag	EPAC2 ag	Mm-Cpn inhibitor	D3 antag	PTHR1 agonist	CCT chaperon mod	pAkt inh
CN(c1ccc(C(=O)Nc2ccccc2Sc2ccccc2)cc1)S(C)(=O)=O	4	1%	29%	-1%	-6	i	3.2	i
CC(=O)c1ccc(N(CC(=O)NC2CCCC2)C(=O)CNC(=O)c2ccco2)cc1	13	4%	5%	-1%	5	-39%[inhibitor]	-0.2	i
O=S(=O)(c1cccc2nonc12)N1CCN(c2ccccc2F)CC1	-5	-2%	17%	0%	0	i	0.2	i
Cc1cc(C(=O)NCCC2=CCCCC2)c(C)o1	-35	-4%	9%	2%	-9	-26%[57.5 µM]	-3.2	i
Cc1ccc(NC(=O)CSc2nc3ccccc3c(=O)n2CCCC(=O)N2CCCC2)cc1	8	9%	0%	-1%	19	-37%[inhibitor]	1.6	x
Cc1nc(N/N=C\c2ccc3c(c2)OCO3)sc1C	15	-16%	1%	0%	5	i	-0.6	i
